Mm-Cpn inhibitor = M. maripaludis TRiC chaperonin inhibition. purified Mm-Cpn ATPase, ADP Transcreener TR-FRET. AID 504842. 0.031% of 330,000 active. Potency, µM (series often up to 76.9 µM), inactives show at the top dose activity, negative = inhibition, most hits filed as inhibitors; active = well fitted inhibition curve with a large enough effect; inconclusive = small, poorly fitted or top-dose-only effect; note: nearly all actives have a fitted effect of over 80% in size
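Measured: ADP formation by purified Mm-CPN. Conditions: 25 nM protein, 10 uM ATP, Tris pH 7.4 with Mg2+, K+ and DTT, 37°C for 30 min. Detection: Transcreener HTRF after 30 min at room temperature.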
An asterisk follows results filed as active; ? = inconclusive; [ ] = remark or other dose. % is set by controls: 0 for no effect and ±100 for the full control effect; potency is the fitted concentration of half-maximal effect. This is a subset (hit frequency here may not be typical).

SMILES	Mm-Cpn inhibitor
CCc1ccc(C(=O)N/N=C/c2ccc(Cl)cc2Cl)nc1	1%
NS(=O)(=O)c1ccc(O)c(N2C(=O)c3cccc4c(C(=O)c5ccccc5)ccc(c34)C2=O)c1	0%
COc1ccc(-c2nc3nc(C)cc(Nc4cccc(C(F)(F)F)c4)n3n2)cc1	-2%
O=C1OC2(CCCCC2)CC2=C1C1O[C@](c3ccsc3)(Cc3ccccc31)O2	-2%[15.4 µM]
Cn1c(=S)[nH]c2sc3c(c2c1=O)CCC(C(C)(C)C)C3 (centres undefined)	-1%
CCOC(=O)c1ccc(CNC(=O)Cn2nnc(-c3cccc(C)c3)n2)o1	-19%
COCCNS(=O)(=O)c1ccc2c(c1)oc(=O)c1cc(S(=O)(=O)NCCOC)ccc12	-2%
COc1ccc(-c2ccc3c(n2)sc2c(=O)[nH]c(=O)[nH]c23)cc1OC	-5%
Cn1c(=O)n(C)c2cc(/C=N/NC(=O)c3ccncc3)ccc21	1%
Cc1cc2nc(-c3ccccn3)c(-c3ccccn3)nc2cc1C	1%
CCOC(=O)c1c(C)[nH]c(C(=O)NCc2ccco2)c1C	1%
O=C1c2ccccc2C(=O)N1c1ccc(-c2nc3ccccc3o2)cc1	-2%
CC(C)CCNC(=O)c1ccc(Cl)c(N)c1	-17%
CN1C(=O)/C(=C/c2cn(CC(=O)N3CCCCC3)c3ccccc23)c2ccccc21	-4%
C/C(CCN1CCCCc2nc(C)c(C)cc21)=N\O[C@@H](C)c1cn([C@H](CO)Cc2ccccc2)nn1	1%
COCCn1c(CN2CCN(c3ccc(F)cc3)CC2)nc2c1c(=O)n(C)c(=O)n2C	-4%
Oc1ccc(Nc2nc(-c3ccc4ccccc4c3)cs2)cc1	-2%
COC(=O)C1CCCCN1C(=O)c1cc(COc2cccc3cnccc23)on1 (centres undefined)	1%
CCOC(=O)c1ccccc1NC(=O)CSc1nc2c(c(=O)n(C)c(=O)n2C)n1C	2%
C=CCn1c(=N)c(C(=O)OCC)cc2c(=O)n3cc(C)ccc3nc21	1%
Cc1cccc(NC(=O)CSc2nc3ccc(NC(=O)CSc4nnnn4-c4ccccc4)cc3s2)c1C	-10%
CCOC(=O)CN(Cc1ccccc1)C(=O)OC(C)(C)C	0%
COc1ccc2c(c1)O[C@@H](c1cccc(C(F)(F)F)c1)[C@H](OC(=O)N[C@H]1CCCc3ccccc31)C2=O	1%
CCn1cc(C(=O)Nc2ccc(C(=O)N3CCCC3)cc2)c(=O)c2ccc(C)nc21	1%
O=C(Nc1nnc(C2CC2)s1)c1cc2c(s1)CCCCCC2	-4%
O=C(O)C1Nc2c(cccc2C(F)(F)F)C2C=CCC12 (centres undefined)	-2%
O=C(CSc1ccc(Cl)cc1)Nc1cc(-c2nc3ncccc3o2)ccc1Cl	0%
O=C(COc1ccc2ccccc2c1)Nc1cccc2c1C(=O)NC2=O	1%
COc1cccc(N2CCN(C(=O)c3ccc4nc(N5CCC(C)CC5)sc4c3)CC2)c1	2%
COc1ccc(OC)c(C2C(C(=O)c3ccco3)=C(O)C(=O)N2CCN2CCOCC2)c1 (centres undefined)	-2%
CCOC(=O)CN(C(=O)CSc1nnc2c(n1)[nH]c1c(C)cc(C)cc12)c1ccccc1	0%
CCN(CC)C(C)C#CCC(c1ccccc1)c1ccccc1 (centres undefined)	0%
COC(=O)[C@@H]1CC[C@H](C)[C@@H](c2ccc(C)cc2)N1C(=O)c1ccc(/C=N/O[C@@H](C)CN2CCCCc3nc(C)c(C)cc32)cc1	1%
Cc1cc(N2CCCC2)n2nc(C)c(-c3ccccc3)c2n1	1%
COC(=O)C(C)Sc1nnc(Cc2cc(=O)[nH]c(=O)[nH]2)n1-c1ccc(Cl)cc1 (centres undefined)	0%
COc1cc(/C=C2\C(=N)N3N=C(S(=O)(=O)CC(C)C)SC3=NC2=O)ccc1OC(=O)c1ccco1	2%
CCc1ccc(C2=NN(CCC(=O)NC3CC3)C(=O)CC2)cc1	1%
NC(=O)c1ccsc1N	-4%
Cc1ccc(C)c(NC(=S)NCc2cccn2C)c1	-2%
OCCN1C[C@H](O)[C@@H](O)[C@H](O)[C@H]1CO	0%
Cc1ccc(C)c(N2CCN(CCCNC(=O)CCC(=O)N3CCOc4ccc(Cl)cc43)CC2)c1	2%
CC(NC(=O)CCN1N=C(c2ccccc2)CCC1=O)c1ccc2c(c1)OCCO2 (centres undefined)	3%
COc1ccc2nc(N=Nc3c(O)ccc4ccccc34)sc2c1	0%
COc1cc2c(cc1O)[C@H](Cc1ccc(Oc3cc(C[C@@H]4NCCc5cc(OC)c(O)cc54)ccc3O)cc1)NCC2	-1%
CC1CCN(c2nc3c(c(=O)n(C)c(=O)n3C)n2CCSc2nc3ccccc3o2)CC1	0%
O=C(Cc1ccc(-n2c(=O)c3ccccc3n(Cc3cccc([N+](=O)[O-])c3)c2=O)cc1)NCC1CCCO1 (centres undefined)	-1%
Cc1cc2nnc(SCCCCN3C(=O)c4ccccc4C3=O)n2c2ccccc12	-2%
c1nc(N2CCNCC2)c2sc3nc(N4CCOCC4)c4c(c3c2n1)CCC4	-20%
CCC(=O)Nc1cccc(NC(C)=O)c1	-1%
CCN(CC)CCNC(=O)c1ccc(NC(=O)c2ccc(Cl)c(S(=O)(=O)Nc3ccccc3OC)c2)cc1	1%
The listing continues:
SMILES	Mm-Cpn inhibitor
CC(=O)c1cc2c(cc1NC(=O)c1ccc(C)cc1)OCO2	-2%
Cc1oc(C(=O)O)cc1COc1ccc2c3c(c(=O)oc2c1C)CCCC3	-20%
CCOC(=O)c1sc(NC(=O)CSc2nc3c(c(=O)n2-c2ccc(F)cc2)SCC3)c(C(=O)OCC)c1C	0%
C#CCOCCOCCOCCNc1nc(N2CCN(C(=O)[C@H](CCCCN)n3cc([C@@H](N)CO)nn3)CC2)nc(N2CCN(C(=O)[C@H](Cc3cc4ccccc4[nH]3)n3cc([C@@H](N)CO)nn3)CC2)n1	-1%
COc1ccccc1N(CCN1C(=O)c2cccc3cccc(c23)C1=O)C(=O)c1ccncc1	1%
CCCOc1ccc(C(=O)CCC(=O)OCC(=O)Nc2ccc(OCC)cc2)cc1	-2%
COC(=O)/C(=C/c1cn(C)c2ccccc12)[N+](=O)[O-]	-1%
N#CC1=C(N)OC2=C(CC/C2=C\c2ccc(F)cc2)C1c1ccc(F)cc1 (centres undefined)	-2%
C/C(=N\Nc1ccc(C(=O)O)cc1)c1nc2ccccc2n1C	1%
O=c1c2ccccc2[nH]c(=S)n1CCN1CCC(=C(c2ccc(F)cc2)c2ccc(F)cc2)CC1	2%
c1coc(C2Nc3cccc4cccc(c34)N2)c1	-5%
COc1ccccc1Nc1nc(-c2sc(NC(=O)c3cccc(Cl)c3)nc2C)cs1	?
O=C1CC(c2ccccc2Cl)Cc2c1cnn2-c1nc2ccccc2s1 (centres undefined)	0%
Cc1cc2c(s1)c(C#N)c(C(=O)NCc1ccccc1F)n2C	-6%
O=C1Nc2cc(C(=O)N3CCN(c4ccccc4F)CC3)ccc2NC1CSCc1ccccc1F (centres undefined)	-1%
COc1ccc(NC(=O)c2nc[nH]c2C(=O)NCCCCCNC(=O)OC(C)(C)C)cc1	-1%
CCc1ccc(NC(=O)CSc2nc(-c3ccc(C)cc3)nc3c2Cc2c(CO)cnc(C)c2O3)cc1	3%
CC1=C(C)Cc2c(OC(=O)c3ccccc3)ccc(OC(=O)c3ccccc3)c2C1	-6%
Cc1ccc(N2C(=O)CC(N3CCN(C)CC3)C2=O)cc1 (centres undefined)	0%
COCc1cc(=O)[nH]c(Nc2nc(C)c3cc(OC)ccc3n2)n1	0%

Grouped by structure, the compounds so far containing a Cl atom.
SMILES	Mm-Cpn inhibitor
CCc1ccc(C(=O)N/N=C/c2ccc(Cl)cc2Cl)nc1	1%
CC(C)CCNC(=O)c1ccc(Cl)c(N)c1	-17%
O=C(CSc1ccc(Cl)cc1)Nc1cc(-c2nc3ncccc3o2)ccc1Cl	0%
COC(=O)C(C)Sc1nnc(Cc2cc(=O)[nH]c(=O)[nH]2)n1-c1ccc(Cl)cc1 (centres undefined)	0%
Cc1ccc(C)c(N2CCN(CCCNC(=O)CCC(=O)N3CCOc4ccc(Cl)cc43)CC2)c1	2%
CCN(CC)CCNC(=O)c1ccc(NC(=O)c2ccc(Cl)c(S(=O)(=O)Nc3ccccc3OC)c2)cc1	1%
COc1ccccc1Nc1nc(-c2sc(NC(=O)c3cccc(Cl)c3)nc2C)cs1	?
O=C1CC(c2ccccc2Cl)Cc2c1cnn2-c1nc2ccccc2s1 (centres undefined)	0%

The listing continues:
SMILES	Mm-Cpn inhibitor
CCn1c(=O)c2cc(C(=O)N3CCN(C(=O)c4ccco4)CC3)sc2c2ccccc21	-9%
O=C(CC1C(=O)NCCN1Cc1ccccc1F)NC1CCCCCC1 (centres undefined)	2%
OC1CNCc2cc3c(cc21)OCCO3 (centres undefined)	2%
CN(CCCCCNC(=O)/C=N/O)Cc1ccccc1	0%
Cc1nnc2n(Cc3ccccc3)c(=O)c3c4c(sc3n12)CN(Cc1ccccc1)CC4	0%
C#CCOCCOCCOCCNc1nc(N2CCN(C(=O)[C@H](CCC(=O)O)n3cc(C(N)CO)nn3)CC2)nc(N2CCN(C(=O)[C@H](CCCCN)n3cc(C(N)CC(C)C)nn3)CC2)n1 (some centres undefined)	-8%
COc1ccc(CNC(=O)c2ccc(Br)cc2)cc1	1%
CCOc1ccc(S(=O)(=O)Nc2cc(Sc3ncn[nH]3)c3oc(=O)sc3c2)cc1	-2%
Cn1c(=O)c2c(ncn2CC(=O)Nc2cc(Cl)c(Cl)cc2Cl)n(C)c1=O	-1%
COC(=O)c1cc2occc2n1Cc1c(F)cccc1Cl	0%
CCc1noc(C)c1C(=O)Nc1nnc(C2CCCCC2)s1	2%
O=c1[nH]c2c(cc1CNCCN1CCOCC1)c(-c1cccc(F)c1)nn2-c1ccccc1	1%
COC(=O)c1ccc2c(C(C)(C)O)c(C(C)(C)O)[nH]c2c1	-7%
CCC(C)NC(=O)CSc1nc2ccc(N3CCOCC3)cc2c(=O)n1CCc1ccccc1 (centres undefined)	-22%
COC(=O)[C@@H]1CC[C@H](C)[C@@H](c2ccc(C)cc2)N1C(=O)c1ccc(/C=N/OC[C@@H](O)COCc2ccco2)cc1	-1%
CC(C)COC(=O)COc1cc(Cl)c(Cl)cc1Cl	-1%
Cn1c(SCC(=O)Nc2cc(=O)n(C)c(=O)n2C)nnc1C12CC3CC(CC(C3)C1)C2	1%
CCOC(=O)/C(C#N)=C/c1cc(C)n(-c2ccc(Br)cc2)c1C	1%
CC1(C)Cc2c(c(N3CCOCC3)nc3sc4c(N5CCOCC5)nnnc4c23)CS1	3%
O=C1C2=C(C(=O)c3ccccc31)C1O[C@](c3ccsc3)(Cc3ccccc31)O2	1%[15.4 µM]
Cc1c(Br)c([N+](=O)[O-])nn1CC(=O)Nc1ccc(CC#N)cc1	1%
Cc1nc2nc(-c3ccc(Cl)cc3)[nH]n2c(=O)c1C	0%
COc1ccccc1N=c1c2c([N+](=O)[O-])cc([N+](=O)[O-])cc2n(O)n1-c1ccccc1OC	0%
CC(C)n1cnc2c(NCc3ccccc3)cc(N[C@@H](CO)Cc3ccccc3)cc21	0%
Cc1ccc2c(-c3csc(N)n3)c[nH]c2c1	-1%
NNC(=O)c1oc2nc(-c3cccs3)cc(-c3ccco3)c2c1N	-6%
COc1ccccc1N1CCN(C(=O)c2cnn3cccnc23)CC1	2%
COc1cccc2cc(C(=O)C3=C(O)C(=O)N(CCCN(C)C)C3c3ccncc3)oc12 (centres undefined)	-2%
O=c1nc(/C=C/c2ccc(-c3ccc(F)cc3)o2)cc(C(F)(F)F)[nH]1	-5%
Cc1c(-c2ccc(O)cc2)nc2nc(-c3ccccc3)c(-c3ccccc3)nn12	-3%
Oc1c(Br)cc(/C=N/n2c(-c3ccccc3)n[nH]c2=S)c(Br)c1O	-3%
CCN(CC)CCCNCC(=O)Nc1ccc(OC)c(Cl)c1	-5%
O=C(O)CS/C(=C\c1ccc(F)cc1)c1nc2ccccc2s1	0%
COc1cc(OC)c(NC(=O)CSc2nc3ccncc3[nH]2)cc1Cl	4%
Cc1ccc(CN2CCN(CC(=O)N3CCc4ccccc4C3)C2=O)cc1	?
CO[C@H]1C=CO[C@@]2(C)Oc3c(C)c(O)c4c(O)c(c(C=NN5CCN(C6CCCC6)CC5)c(O)c4c3C2=O)NC(=O)C(C)=CC=C[C@H](C)[C@H](O)[C@@H](C)[C@@H](O)[C@@H](C)[C@H](OC(C)=O)[C@@H]1C	-5%
O=C1OC(c2ccc(F)cc2)=C/C1=C\c1ccc([N+](=O)[O-])o1	-1%
Cc1nn(-c2ccccc2)c(Cl)c1/C=N/NC(=O)C1COc2ccccc2O1 (centres undefined)	-1%
COc1ccc2c3c(c(=O)oc2c1)C1O[C@](CCCCN2C(=O)c4ccccc4C2=O)(Cc2c1ccc1ccccc21)O3	2%[15.4 µM]
CC(C)OC(=O)C(C#N)c1nc2ccccc2nc1N1CCN(Cc2ccc3c(c2)OCO3)CC1 (centres undefined)	0%
CCn1cc(C(=O)O)c(=O)c2cc(F)c(N3CCNCC3)cc21	-4%[15.4 µM]

Some of the entries so far, with each value named:
> c1coc(C2Nc3cccc4cccc(c34)N2)c1
- Mm-Cpn inhibitor: -5%
> C#CCOCCOCCOCCNc1nc(N2CCN(C(=O)[C@H](CCC(=O)O)n3cc(C(N)CO)nn3)CC2)nc(N2CCN(C(=O)[C@H](CCCCN)n3cc(C(N)CC(C)C)nn3)CC2)n1 (some centres undefined)
- Mm-Cpn inhibitor: -8%
> O=C(Cc1ccc(-n2c(=O)c3ccccc3n(Cc3cccc([N+](=O)[O-])c3)c2=O)cc1)NCC1CCCO1 (centres undefined)
- Mm-Cpn inhibitor: -1%
> Cc1c(-c2ccc(O)cc2)nc2nc(-c3ccccc3)c(-c3ccccc3)nn12
- Mm-Cpn inhibitor: -3%

Assay outcomes (PubChem)
